# High-throughput results from PubChem.
# PAD4 inhibitors: human PAD4 inhibitors, primary screen, biochemical, fluorescence polarization (AID 463073); recombinant PAD4, RFA probe fluorescence polarization; stronger effect = higher value; inhibition, % at 5 µM; hit rate 0.5% among 2,000;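 active means inhibition above 30%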;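 further: 0% = PAD4 with DMSO and 100% = wells lacking PAD4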
#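 Material: recombinant human PAD4 enzyme / Input: PAD4 at 2 µM in dispensed buffer, before additions / Medium: HEPES buffer pH 7.6 with 10 mM CaCl2 and TCEP / Incubation: 30-min PAD4–compound preincubation (25 °C), then 5-h probe labeling (37 °C) / Detection: fluorescence polarization, 598 nm emission after 525 nm excitation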
# * hit, by the source's call. These rows are one share of the data. The share of hits here may be higher or lower than overall.
No.	PAD4 inhibitors	Compound
1	-2.7	COc1ccccc1Oc1c(C)oc2c(CN3CCN(CCO)CC3)c(O)ccc2c1=O
2	3.1	CC(=O)Oc1ccc2c(=O)c(Oc3ccccc3[N+](=O)[O-])coc2c1
3	1.6	Cc1ccc(C(=O)Nc2ccccc2C(=O)NC(C(=O)O)C(C)C)cc1 (stereo unspecified)
4	1.4	OC(CCN1CCCCC1)(c1ccccc1)c1ccccc1
5	-0.5	Cc1nc(C2CC(=O)OC23CCCCC3)cs1 (stereo unspecified)
6	2.1	CC1=NS(=O)(=O)c2cc(Cl)ccc2N1
7	-1.2	c1coc(-c2nnc3n2C2(CCCC2)Cc2ccccc2-3)c1
8	0.9	Nc1cccc2nc3ccccc3cc12
9	0.0	COc1ccc(/C=C/C(=O)c2cc3cccc(OC)c3oc2=O)cc1
10	3.3	O=C(O)/C=C/c1ccc(O)c(O)c1
11	-2.2	Cc1ccc(C(=O)NCCNC(=O)c2ccccc2)cc1
12	-4.5	O=C1C(=O)N2C(=C1C(=O)N1CCCCCC1)c1ccccc1CC21CCCC1
13	-1.9	Cc1ccc(C2CC(=O)C(C=NCCN3CCN(C(=S)Nc4ccccc4)CC3)=C(O)C2)cc1 (stereo unspecified)
14	3.5	COC(=O)c1ccc(NC(=O)c2ccccc2SC)cc1
15	2.5	CC1(C)C(=O)OC(c2cccs2)C2(CCCCC2)C1=O (stereo unspecified)
16	-3.5	O=c1[nH]cc(F)c(=O)[nH]1
17	-1.0	CC(C)Oc1ccc2c(=O)c(-c3ccccc3)coc2c1
18	0.7	COc1ccccc1C(=O)Oc1ccc2c(c1)O/C(=C\c1ccncc1)C2=O
19	-2.3	O=C(COc1cc(O)c2c(=O)c3ccccc3oc2c1)OCc1ccccc1
20	1.6	Cc1ccc2[nH]c3c(c2c1)CN(C)CC3
21	2.5	CC(C(=O)O)c1ccc(-c2ccccc2)c(F)c1 (stereo unspecified)
22	2.4	CC12CN3CC(C)(CN(C1)C3c1ccc(Cl)cc1Cl)C2=O (stereo unspecified)
23	3.5	N/C(Cc1ccc(Cl)cc1Cl)=N\OC(=O)c1ccc(Br)o1
24	5.8	CCOC(=O)c1cc2cc3ccccc3cc2[nH]1
25	5.2	O=C(/C=C/c1c[nH]c2ccccc12)c1cccc2ccccc12
26	-0.7	Cc1ccccc1NC(=O)C1c2ccccc2Oc2ccccc21
27	7.4	CC(C)Cc1ccc(C(C)C(=O)Nc2ccc(O)cc2)cc1 (stereo unspecified)
28	4.5	CC(C)(C)OC(=O)COc1cc(OCC(=O)OC(C)(C)C)c2c(=O)cc(-c3ccccc3)oc2c1

# Among those listed so far, 3 have a COOH group:
No.	PAD4 inhibitors	Compound
3	1.6	Cc1ccc(C(=O)Nc2ccccc2C(=O)NC(C(=O)O)C(C)C)cc1 (stereo unspecified)
10	3.3	O=C(O)/C=C/c1ccc(O)c(O)c1
21	2.5	CC(C(=O)O)c1ccc(-c2ccccc2)c(F)c1 (stereo unspecified)

# Molecules above containing a Cl atom:
No.	PAD4 inhibitors	Compound
6	2.1	CC1=NS(=O)(=O)c2cc(Cl)ccc2N1
22	2.4	CC12CN3CC(C)(CN(C1)C3c1ccc(Cl)cc1Cl)C2=O (stereo unspecified)
23	3.5	N/C(Cc1ccc(Cl)cc1Cl)=N\OC(=O)c1ccc(Br)o1

# A few values from the entries so far.
# PAD4 inhibitors, cpd 4 is entered as 1.4
# PAD4 inhibitors, cpd 19 is entered as -2.3

# Arranged by the number under PAD4 inhibitors (falling): some entries from above.
No.	PAD4 inhibitors	Compound
28	4.5	CC(C)(C)OC(=O)COc1cc(OCC(=O)OC(C)(C)C)c2c(=O)cc(-c3ccccc3)oc2c1
4	1.4	OC(CCN1CCCCC1)(c1ccccc1)c1ccccc1
16	-3.5	O=c1[nH]cc(F)c(=O)[nH]1
